Caspase-1 inhib: blocks human caspase-1 allosterically or competitively. Caspase-1 enzyme, Ac-WEHD-AFC fluorogenic rate. Potency, µM (highest dose often 57.5 µM), inactives show at the top dose activity change, negative = inhibition, usual class: inhibitors. 0.03% of 75,000 active. AID 900;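 note: potency is the fitted concentration of half-maximal effect; plate controls were vehicle for no effect and no substrate for full effect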
A350 fluor: compound fluoresces in the Alexa 350 spectral region; Compound autofluorescence, 340/450 nm, Alexa 350 dye-equivalents; hits give high values; max dye-equivalent concentration, M; 11% of 59,000 active; AID 590; in the data active = max dye-equivalent concentration above about 10 nM; inconclusive = mostly about 1.1 nM to 9.6 nM
BRCT inh green: blocks human BRCA1 BRCT binding to phosphopeptide, green readout; BRCA1 BRCT-phosphopeptide binding, green fluorescence polarization; P38398; 0.05% of 75,000 active; Potency, µM (series often up to 76.9 µM), for the others: at the top dose activity change, negative = inhibition, actives largely listed as inhibitors;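 note: potency is the fitted concentration of half-maximal effect; plate controls were peptide without protein for full effect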
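Compounds were incubated for 12 min at room temperature with a complex of 100 nM fluorescein-tagged pBACH1 decapeptide and 250 nM His-tagged BRCT protein. Buffer was phosphate pH 7.3 with EDTA, DTT and Tween 20. Disruption of binding lowers the polarization signal.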
Epigenetic mod: derepresses silenced GFP locus in mouse C127i cells; mouse C127i GFP locus derepression, cytometry, 30 h; Potency, µM (doses to about 46.1 µM), inactives show at the top dose GFP derepression (activation); 0.09% of 68,000 active; note: % of control where 0% means no effect
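Derepression screen: silenced CMV-GFP reporter in murine C127i cells, 30 h compound incubation at 37 C, washed cells imaged by laser-scanning cytometer to enumerate GFP-expressing objects of 20 to 120 um.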
Ub-GFP proteasome: ubiquitin-GFP accumulation via proteasome inhibition | Potency, µM (titrated, usually from 45.9 µM), inactives show at the top dose activation (GFP accumulation), usual class: activators | Ubiquitin-GFP reporter cells, proteasome inhibition, GFP fluorescence; response scale: untreated = 0%, 10 µM MG-132 = 100% | AID 526 | 67,000 tested, under 10 active; active = well fitted activation curve with a large enough effect, not every such curve was filed as active; inconclusive = small, poorly fitted or top-dose-only effect, or another doubt; inactive = no such curve, though single readings can be large or run the other way; note: potency is the fitted concentration of half-maximal effect
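Proteasome block read as GFP accumulation: ubiquitin(G76V)-GFP U2OS cells exposed to compound (2.9 nM–46 uM) for 4 hr at 37 C. Normalization used untreated cells as 0% and 10 uM MG-132 as 100%; concentration-response curves fitted.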
HEK293 cAMP ctrl: counter-screen for TSHR agonists: cAMP increase in parental HEK293 | parental HEK293 CNG cAMP sensor, membrane potential fluorescence | Potency, µM (series often up to 57.1 µM), inactives show at the top dose activation, actives largely listed as activators | 2.5% of 73,000 active; note: potency is the fitted concentration of half-maximal effect; % of control where 0% means no effect; nearly all actives have a fitted effect of over 55% in size
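Counterscreen for endogenous-receptor signalling: CNG-channel HEK 293 cells report cAMP rise by membrane depolarization. After 60 min dye equilibration with 100 uM RO 20-1724, compounds incubated 30 min before bottom-read fluorescence at 590 nm.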
Caspase-7 inhib: blocks human caspase-7 allosterically or competitively | 0.02% of 75,000 active | Potency, µM (doses to about 57.5 µM), inactives show at the top dose activity change, negative = inhibition, most hits filed as inhibitors | AID 889 | recombinant caspase-7, Ac-DEVD-AFC fluorescence rate | P55210; active = well fitted inhibition curve with a large enough effect in the main read-out, with a control signal flat, not every such curve was filed as active; inconclusive = small, poorly fitted or top-dose-only effect, or a change in a side signal; note: potency is the fitted concentration of half-maximal effect; % of control where 0% means no effect
USP2a inh: inhibitors of human ubiquitin-specific protease USP2a. USP2a enzymatic assay, qHTS inhibition. Potency, µM (top dose mostly 38.3 µM), for the others: at the highest dose activity change, negative = inhibition, most hits filed as inhibitors. 0.1% of 60,000 active. AID 927;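 note: potency is the fitted concentration of half-maximal effect; nearly all actives have a fitted effect of over 60% in size; plate controls were DMSO for no effect and NEM full inhibition control for full effect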
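USP2 core (20nM final) preincubated 30 min RT with compound, then Ub-PLA2 20nM and NBD C6-HPC 20uM final added; buffer 20mM Tris-HCl pH 8.0, 2mM CaCl2. Fluorescence Ex 460/Em 535 read at 0 and 2.5 h; normalized to NEM.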
Fluorescein autfl: fluorescein region autofluorescence. Compound autofluorescence, 480/540 nm, fluorescein-equivalent; hits give high values. max fluorescein-equivalent concentration, M. 0.91% of 59,000 active; in the data active = max fluorescein-equivalent concentration above about 10 nM; inconclusive = between about 1.1 nM and that limit
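Compounds were pin-transferred into 100 mM Tris buffer, pH 8.0, and incubated 15 min at room temperature. Fluorescence was read at 480 nm excitation/540 nm emission. Signals were normalized to an on-plate six-point fluorescein standard curve as dye-equivalent concentration.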
4-MU autofl: compounds fluorescent in 4-MU spectral region. compound autofluorescence, 340/450 nm, 4-MU equivalents; hits give high values. 11% of 59,000 active. max dye-equivalent concentration, M. AID 589; in the data active = max dye-equivalent concentration above about 10 nM; inconclusive = mostly about 1.1 nM to 9.6 nM
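Compounds in 100 mM Tris, pH 8.0, sat 15 min at room temperature before fluorescence was read at 340 nm excitation/450 nm emission; a per-plate six-point 4-MU standard curve converted signals to dye-equivalent concentration at each compound concentration.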
BRCT inh red: inhibitors of human BRCA1 BRCT-phosphoprotein interaction (red fluorophore) | BRCT-phosphopeptide binding, red fluorescence polarization | Potency, µM (series often up to 76.9 µM), for the others: at the top dose activity change, negative = inhibition, most hits filed as inhibitors | 0.03% of 75,000 active; note: % is set by controls: 0 for no effect and ±100 for the full control effect
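Rhodamine-labelled pBACH1 10-mer (100 nM) bound to BRCT domain (100 nM) at pH 7.3; compounds incubated 12 min room temperature, polarization read. Free peptide defines full inhibition; unlabelled decapeptide titrated as control.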
* marks the source's active call; other numbers are inactive results; i = inactive; ? = inconclusive; nt = not tested or not shown; & = joins results of further samples; [ ] = remark or other dose. Unless noted, calls come from the whole dose curve; as a rule, active = well fitted curve in the direction sought with a large enough effect; inconclusive = small, poorly fitted or top-dose-only effect, or another doubt; inactive = no such curve, though single readings can be large; an effect the other way counts as inactive or inconclusive. An excerpt; count on the stated rates, not on these rows.

| Structure | Ub-GFP proteasome | Epigenetic mod | Fluorescein autfl | BRCT inh red | HEK293 cAMP ctrl | 4-MU autofl | Caspase-7 inhib | A350 fluor | Caspase-1 inhib | BRCT inh green | USP2a inh |
| --- | --- | --- | --- | --- | --- | --- | --- | --- | --- | --- | --- |
| Cc1ccc(-c2csc3nc(C)n(-n4cccc4)c(=O)c23)o1 | -14% | 2% | nt | -0.2% | 7% | nt | 0% | nt | -1% | -2.9% | 1% |
| O=C(CSc1ncnc2c1nnn2-c1ccc(F)cc1)N1CCN(c2ccccc2)CC1 | nt | nt | nt | -0.9% | 11% | nt | -8% | nt | -2% | 3.4% | nt |
| CCCC(=O)Nc1ccccc1NC(=O)CN(C)S(=O)(=O)c1ccccc1 | -4% | -3% | i | 0.0% | 16% | i | 0% | i | 0% | -1.0% | 3% |
| Cc1ccc2c(c1)cc(CN(Cc1ccccc1)C(=O)N(C)C)c1nnnn12 | 2% | 1% | ? | 1.9% | ? | i | 6% | i | 0% | 0.8% | -7% |
| CCCOc1ccc(N2C(=O)CC(N3CCOCC3)C2=O)cc1 (stereo not drawn) | 20% | -5% | nt | -1.5% | -16% | nt | 0% | nt | 0% | -1.5% | -6% |
| COc1cccc2c(=O)c(C(=O)NCc3cccs3)c[nH]c12 | -8% | -3% | i | -2.0% | -5% | i | -1% | i | -2% | 0.0% | 27% |
| COC(=O)CC1C(=O)NC2CCCCC2N1C(=O)c1ccccc1 (stereo not drawn) | 1% | 2% | i | -2.2% | -1% | i | 1% | i | 0% | -0.9% | -4% |
| c1ccc(-c2ccccc2-n2cnnn2)cc1 | -14% | -1% | nt | 0.7% | 22% | nt | -1% | nt | -1% | -1.2% | -10% |
| CCOC(=O)/C(C(N)=NCc1ccco1)=C(/O)c1ccccc1 | 1% | 3% | ? | -1.0% | 12% | i | -1% | i | -3% | 1.3% | 1% |
| COCCNC(=O)C1CCC(Cn2c(=S)[nH]c3ccccc3c2=O)CC1 (stereo not drawn) | 7% | 0% | i | 0.0% | 4% | i | 0% | i | 0% | 1.4% | 8% |
| Cc1c(C(=O)NCc2ccccc2Cl)oc2c1C(=O)CCC2 | -5% | 3% | ? | -2.3% | 21% | i | 2% | i | 2% | 2.6% | 3% |
| Cc1nn(-c2ccccc2)c2sc(C(=O)OCC(=O)N3CCCCC3)cc12 | -1% | 4% | i | 0.3% | 7% | i | -2% | i | 3% | -1.4% | 15% |
| c1ccc(-n2ncc3c2ncn2nnnc32)cc1 | 1% | -2% | ? | -1.3% | 4% | i | 1%[0.00368 µM] | i | 0% | 0.0% | -8% |
| Cn1c(CNc2ccccc2)cc(=O)n(C)c1=O | 3% | 6% | nt | -1.5% | 4% | nt | 0% | nt | -3% | -1.4% | -6% |
| COc1ccc(-c2nnn(CC(=O)N(CC(=O)NC3CCCC3)c3cccc(C)c3)n2)cc1OC | -2% | 0% | i | -0.1% | 18% | i | 0% | i | -1% | 1.4% | 26% |
| CCN(CC)C(=O)Oc1ccc2c(=O)c(-c3ccc(OC)cc3)c(C)oc2c1 | -3% | 2% | i | -0.4% | 23% | i | -4% | ? | -3% | 1.2% | 1% |
| Cc1cc(C(=O)COc2ccc3ccc(=O)oc3c2)c(C)n1Cc1cccs1 | -4% | 0% | ? | 1.2% | ? | 2.9e-07M* | -29% | 3.9e-07M* | -16% | -4.2% | 22% |
| Cn1cnc([N+](=O)[O-])c1SCC(=O)O | -2%[9.17 µM] | -2%[9.22 µM] | i | 1.0%[15.4 µM] | 6%[11.4 µM] | i | 2%[11.5 µM] | i | 2%[11.5 µM] | 1.9%[15.4 µM] | nt |
| CCOc1ccc(CCNc2cc(C)nc3ncnn23)cc1OCC | 3% | -5% | nt | -0.8% | 9% | nt | 0% | nt | -5% | 3.6% | nt |
| CO[C@@H]1COC(=O)C/C=C\[C@H](C)[C@@H](NS(=O)(=O)c2ccc(C)cc2)COC(=O)C/C=C\[C@@H]1C | nt | nt | nt | 1.5%&-0.4%[15.4 µM] | 5%&2%[11.4 µM] | nt | -1%&-1%[11.5 µM] | nt | -2%&3%[11.5 µM] | -1.6%&-2.8%[15.4 µM] | nt |
| CC(=O)Nc1cccc(NC(=O)c2oc3ccccc3c2C)c1 | nt | nt | nt | -2.2% | ? | nt | -1% | nt | -1% | 1.2% | nt |
| CCOC(=O)C1=C(C)NC(=O)NC1c1ccc2c(c1)OCCO2 (stereo not drawn) | -1% | 5% | i | 0.5% | -2% | i | -11% | i | 3% | -1.0% | -4% |
| CN(C)c1ccc(-c2nnn(CC(=O)N3c4ccccc4CCc4ccccc43)n2)cc1 | -6% | -1% | i | 0.2% | -9% | i | 1% | ? | -3% | 0.6% | nt |
| CSc1ccccc1NC(=O)COc1ccc(S(=O)(=O)N2CCCC2)cc1 | -2% | 3% | i | 0.4% | 19% | i | -4% | i | 2% | 1.4% | 5% |
| Cc1ccc(N2C(=O)c3ccccc3C2=O)cc1Cl | -1% | 1% | i | -0.4% | 2% | i | 1% | i | -2% | -6.7% | -2% |
| O=C(NCCN1CCNCC1)c1ccccn1 | -2% | -1% | ? | -0.1% | -1% | ? | 1%[0.00368 µM] | ? | 0% | -4.3% | -11% |
| O=C(CCn1cnc2ccccc2c1=O)Nc1ccc(S(=O)(=O)N2CCCCC2)cc1 | -3% | 6% | i | 1.0% | 3% | i | 0% | i | 0% | -0.7% | -1% |
| O=C(NCCCN1CCN(c2ccccc2F)CC1)C1CCN(S(=O)(=O)N2CCOCC2)CC1 | 9% | 3% | i | 0.5% | ? | i | 1% | i | ? | -2.5% | 7% |
| CC(C)NC(=O)N1CCC2(CC1)CCN(C(=O)c1cccc(F)c1)CC2 | -12% | 2%[9.22 µM] | i | -1.8% | 6% | i | 0% | i | -3% | -1.2% | 17% |
| CCCN(CCC(=O)Nc1ccccc1F)CC1CC1 | -6%[9.17 µM] | -2% | nt | 0.1% | 14%[11.4 µM] | nt | 0% | nt | -3% | 0.5% | 7%[7.66 µM] |
| COC(=O)[C@H](C)NC(=O)[C@@H](C)CO | nt | nt | nt | -2.5%[15.4 µM] | -4%[11.4 µM] | nt | 0%[11.5 µM] | nt | 0%[11.5 µM] | -1.1%[15.4 µM] | nt |
| COc1ccc(CCNc2nnc(Sc3nnnn3-c3ccccc3)s2)cc1OC | -2% | 0% | i | 0.3% | 7% | i | 3% | i | -1% | -0.8% | 5% |
| CN1CCN(CC(=O)N(Cc2c(C#N)c3ccccc3n2C)c2ccccc2)CC1 | 3% | 0% | i | 0.5% | 10% | i | 0% | i | 0% | -0.3% | 3% |
| C=CCC1C=CC(Oc2ccc(OC)cc2)C(COC(=O)c2ccc(Br)cc2)O1 (stereo not drawn) | nt | nt | nt | 0.3%[15.4 µM] | 10%[11.4 µM] | nt | -1%[11.5 µM] | nt | -2%[11.5 µM] | 0.9%[15.4 µM] | nt |
| O=C1C=CC2(OCCCO2)C(Br)=C1 | nt | nt | nt | 0.9%[15.4 µM] | -3%[11.4 µM] | nt | 0%[11.5 µM] | nt | -5%[11.5 µM] | 0.4%[15.4 µM] | nt |
| Nn1c(SCC(=O)N2CCCc3ccccc32)nnc1-c1ccccc1 | 3% | 0% | i | -0.3% | 5% | i | -1% | i | -2% | -0.3% | 1% |
| COc1ccc(-c2cc(C(=O)N3CCOCC3)c3cc(C)ccc3n2)cc1 | -1% | 0% | i | -0.8% | 4% | 5.7e-07M* | -1% | 7.3e-07M* | -4% | 0.1% | 21% |
| O=C1c2ccc(Oc3ccc4c(c3)C(=O)N(CCCCO)C4=O)cc2C(=O)N1CCCCO | -5% | 0% | ? | -0.5% | 1% | i | -1% | i | 2% | -6.5% | 17% |
| Cc1cc(=O)n2c(C)n[nH]c2n1 | 2% | 5% | ? | 2.1% | ? | i | -1% | i | 2% | -1.8% | -4% |
| CN(C)c1ccc(/C(=N\O)c2ccccc2)cc1 | 12% | 0% | nt | 0.8% | -18% | nt | 0% | nt | -6% | -0.3% | 0% |
| CCN1CCN(Cc2ccccc2NC(=O)Nc2ccc(C)cc2)CC1 | -1% | 0% | ? | 1.0% | 0% | i | -1% | i | 1% | -2.3% | 5% |
| CCN(CC)S(=O)(=O)c1ccc(NC2CCCc3ccccc32)nc1 (stereo not drawn) | 0% | 0% | ? | 2.5% | 25µM* | i | -5% | i | -4% | 1.0% | 8% |
| O=C(CSc1nnc(-c2cccc(S(=O)(=O)N3CCCCC3)c2)o1)NCCC1=CCCCC1 | -2% | 0% | i | 0.3% | ? | i | -2% | i | 0% | -2.2% | 3% |
| COc1ccc(CN=CC2=C(O)CNC2=O)cc1OC | -1% | -6% | nt | -0.7% | -2% | nt | 0% | nt | -1% | -0.1% | -1% |
| CCOC(=O)C(C)n1nc(C)c2sc3ccccc3c2c1=O (stereo not drawn) | nt | 2% | ? | -3.9% | ? | ? | -2% | ? | -2% | -4.0% | -5% |

From PubChem
